From PubChem BioAssay
TcdB GH inh – TcdB glycohydrolase inhibitors, primary screen, biochemical, single point, plate reader; Toxin B (Clostridioides difficile), P18177; TcdB glycohydrolase enzymatic assay; inhibition, % at 9.99 µM; 0.24% of 350,000 active; AID 652162, 2013; in the data active = inhibition above about 10%
Target sequence (P18177 whole entry, looked up): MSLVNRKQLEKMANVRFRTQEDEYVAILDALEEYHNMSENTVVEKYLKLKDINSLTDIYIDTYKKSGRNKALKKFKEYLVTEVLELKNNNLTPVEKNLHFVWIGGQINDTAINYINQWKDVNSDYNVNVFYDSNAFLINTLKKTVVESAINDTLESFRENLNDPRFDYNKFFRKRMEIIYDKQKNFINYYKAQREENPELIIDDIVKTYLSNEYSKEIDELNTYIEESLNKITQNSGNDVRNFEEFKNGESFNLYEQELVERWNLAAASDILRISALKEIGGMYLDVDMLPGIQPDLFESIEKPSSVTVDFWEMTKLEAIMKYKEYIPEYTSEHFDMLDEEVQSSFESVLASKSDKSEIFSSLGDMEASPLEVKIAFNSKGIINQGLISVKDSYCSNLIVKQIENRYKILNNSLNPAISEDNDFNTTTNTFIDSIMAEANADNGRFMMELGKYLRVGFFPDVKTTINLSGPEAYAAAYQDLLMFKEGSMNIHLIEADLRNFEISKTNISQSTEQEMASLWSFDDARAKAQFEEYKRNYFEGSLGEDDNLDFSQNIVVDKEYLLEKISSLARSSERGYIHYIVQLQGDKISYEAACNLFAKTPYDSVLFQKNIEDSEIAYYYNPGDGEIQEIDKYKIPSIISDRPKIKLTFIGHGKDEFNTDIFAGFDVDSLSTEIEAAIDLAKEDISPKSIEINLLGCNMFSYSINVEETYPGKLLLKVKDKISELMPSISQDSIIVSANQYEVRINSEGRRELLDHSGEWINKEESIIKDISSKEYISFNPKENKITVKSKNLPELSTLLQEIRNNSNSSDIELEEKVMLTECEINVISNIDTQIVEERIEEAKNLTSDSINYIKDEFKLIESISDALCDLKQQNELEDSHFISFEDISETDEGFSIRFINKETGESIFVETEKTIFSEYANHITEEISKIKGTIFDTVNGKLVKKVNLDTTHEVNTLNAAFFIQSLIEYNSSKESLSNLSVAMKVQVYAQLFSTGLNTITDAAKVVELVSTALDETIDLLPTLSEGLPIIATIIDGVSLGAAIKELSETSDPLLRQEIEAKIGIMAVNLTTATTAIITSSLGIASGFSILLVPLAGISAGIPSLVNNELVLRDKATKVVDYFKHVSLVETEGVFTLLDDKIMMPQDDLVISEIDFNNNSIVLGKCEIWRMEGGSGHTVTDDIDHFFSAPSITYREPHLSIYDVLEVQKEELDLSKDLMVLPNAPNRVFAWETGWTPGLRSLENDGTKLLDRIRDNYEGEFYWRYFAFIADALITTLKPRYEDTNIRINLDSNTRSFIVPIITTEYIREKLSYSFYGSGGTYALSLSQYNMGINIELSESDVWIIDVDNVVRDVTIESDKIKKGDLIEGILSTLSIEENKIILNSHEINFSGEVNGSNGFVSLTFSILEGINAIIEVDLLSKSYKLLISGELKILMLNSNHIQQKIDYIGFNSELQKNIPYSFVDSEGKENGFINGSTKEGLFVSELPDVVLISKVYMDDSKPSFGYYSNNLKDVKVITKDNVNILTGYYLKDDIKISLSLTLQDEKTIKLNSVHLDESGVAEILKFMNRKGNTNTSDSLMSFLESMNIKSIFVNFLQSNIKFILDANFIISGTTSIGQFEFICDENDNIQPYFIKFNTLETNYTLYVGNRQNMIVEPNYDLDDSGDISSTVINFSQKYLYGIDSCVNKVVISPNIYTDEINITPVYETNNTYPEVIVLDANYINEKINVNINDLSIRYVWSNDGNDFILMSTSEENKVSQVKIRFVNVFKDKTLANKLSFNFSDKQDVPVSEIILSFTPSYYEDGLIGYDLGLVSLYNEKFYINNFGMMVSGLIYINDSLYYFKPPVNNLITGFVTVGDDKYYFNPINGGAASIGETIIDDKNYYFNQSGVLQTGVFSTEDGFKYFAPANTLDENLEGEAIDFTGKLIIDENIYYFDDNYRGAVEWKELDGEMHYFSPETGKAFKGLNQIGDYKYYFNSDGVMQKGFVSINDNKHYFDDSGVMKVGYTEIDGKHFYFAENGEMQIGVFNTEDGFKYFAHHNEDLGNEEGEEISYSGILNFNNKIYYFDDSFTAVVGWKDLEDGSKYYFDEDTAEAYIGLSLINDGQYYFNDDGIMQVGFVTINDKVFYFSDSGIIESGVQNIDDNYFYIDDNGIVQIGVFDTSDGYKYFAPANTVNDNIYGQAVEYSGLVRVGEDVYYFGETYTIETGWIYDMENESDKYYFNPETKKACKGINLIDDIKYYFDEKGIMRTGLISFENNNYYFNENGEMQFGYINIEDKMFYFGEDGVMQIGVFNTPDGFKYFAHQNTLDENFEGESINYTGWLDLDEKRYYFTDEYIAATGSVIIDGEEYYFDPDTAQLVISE
Starred values were filed as active, the others as inactive. An excerpt; count on the stated rates, not on these rows.

SMILES	TcdB GH inh
C[C@H]1CN([C@@H](C)CO)C(=O)Cc2cc(NS(=O)(=O)c3cccs3)ccc2O[C@@H]1CN(C)C(=O)Nc1ccccc1	-0.1
COc1ccc(NC(=O)Nc2cccc3c2O[C@H](CN(C)Cc2ccc(-c4ccccc4)cc2)[C@H](C)CN([C@@H](C)CO)C3=O)cc1	-1.6
Cc1ccccc1S(=O)(=O)N1CC(=O)N2[C@H](CO)[C@@H](c3ccc(C#CC4CC4)cc3)[C@H]2C1	-2.7
COCCOC(=O)N1C(=O)[C@@]2(c3cc(C#Cc4ccc(OC)cc4)ccc31)[C@H](c1ccccc1OCCO)N1[C@H](c3ccccc3)[C@H](c3ccccc3)OC(=O)[C@H]1[C@@H]2C(=O)N1CCc2cc(OC)c(OC)cc2C1	-0.3
O=C(NCC[C@@H]1CC[C@@H](NS(=O)(=O)c2cccc(F)c2)[C@H](CO)O1)C1CC1	-0.9
CN(C)CC(=O)N1[C@@H](C#N)[C@@H](c2ccc(-c3ccccc3F)cc2)[C@@H]1CO	-0.4
O=C(C1CCOCC1)N1CC(=O)N2[C@H](C1)[C@@H](c1ccc(-c3ccccc3F)cc1)[C@@H]2CO	0.5
COc1ccc(S(=O)(=O)N(C)C[C@H]2Oc3ccc(NC(=O)CCN4CCOCC4)cc3C(=O)N([C@H](C)CO)C[C@H]2C)cc1	-0.2
CC(C)NC(=O)N1C[C@H]2[C@@H](c3ccccc31)[C@H](CO)N2C(=O)c1cccnc1	-8.1
COCC(=O)N1[C@H](CO)[C@H](c2ccccc2)[C@@H]1C#N	0.9
O=C(C[C@H]1C=C[C@H](NC(=O)CCN2CCCCC2)[C@H](CO)O1)Nc1ccc(-c2ccccc2)cc1	0.3
CCS(=O)(=O)N1CC2(CN(Cc3ccc4c(c3)OCO4)[C@H](CO)c3c2c2ccc(OC)cc2n3C)C1	-0.4
C[C@@H]1CCCCO[C@H](CN(C)C(=O)Nc2ccc(F)cc2)[C@@H](C)CN([C@H](C)CO)C(=O)c2cc(NS(=O)(=O)c3cccs3)ccc2O1	-2.4
CO[C@@H]1CN(C)C(=O)c2ccc(NC(=O)c3cc(C)on3)cc2OC[C@H](C)N(C(C)=O)C[C@H]1C	-0.5
Cc1noc(C)c1S(=O)(=O)N(C)C[C@H]1Oc2ccc(NS(=O)(=O)c3cccs3)cc2C(=O)N([C@@H](C)CO)C[C@H]1C	-0.7
C[C@H](NC(=O)C[C@H]1CC[C@@H](NC(=O)Cc2ccccn2)[C@@H](CO)O1)c1ccccc1	-1.0
C[C@@H]1CCCCO[C@H](CN(C)CC2CC2)[C@@H](C)CN([C@H](C)CO)C(=O)c2cc(NC(=O)Nc3ccccc3)ccc2O1	1.3
C[C@@H]1CN([C@H](C)CO)C(=O)c2cc(-c3ccncc3)cnc2O[C@H]1CN(C)C(=O)C1CCOCC1	0.6
CCCC#Cc1ccc([C@H]2[C@@H](CO)N3C(=O)CN(C(=O)c4cccnc4)C[C@@H]23)cc1	-0.7
C[C@@H]1CN([C@@H](C)CO)C(=O)c2cc(NS(=O)(=O)c3cn(C)cn3)ccc2O[C@H]1CN(C)S(=O)(=O)c1cccs1	-1.5
O=C(CN1CCOCC1)NCC[C@@H]1CC[C@H](NC(=O)Nc2ccc(F)cc2)[C@H](CO)O1	0.3
COc1ccc2c3c(n(C)c2c1)[C@H](CO)N(Cc1ccccn1)CC31CCN(Cc2ccccn2)CC1	-0.4
CCC(=O)N(C)C[C@@H]1Oc2ncc(C#CCC(C)C)cc2C(=O)N([C@@H](C)CO)C[C@H]1C	0.6
COc1ccc(S(=O)(=O)Nc2ccc3c(c2)C(=O)N([C@H](C)CO)C[C@H](C)[C@@H](CN(C)S(=O)(=O)c2ccccc2)OCCCC[C@H](C)O3)cc1	0.4
C[C@H](CO)N1C[C@H](C)[C@H](CN(C)Cc2ccccc2F)Oc2cc(C3=CCCC3)ccc2S1(=O)=O	-1.0
CCCC#Cc1ccc2c(c1)[C@H]1[C@H](CCN1Cc1ccccc1F)[C@@H](CO)N2	0.2
Cc1ccc(-c2cnc3c(c2)C(=O)N([C@H](C)CO)C[C@@H](C)[C@@H](CN(C)C(=O)c2cccnc2)O3)cc1	3.0
CCC(=O)N(CC)C[C@@H]1[C@@H](c2ccc(-c3ccccc3)cc2)[C@@H](CO)N1C(C)=O	1.9
CCCNC(=O)C[C@H]1C[C@@H]2c3cc(N(C)C)ccc3O[C@@H]2[C@H](CO)O1	-52.7
C[C@@H]1CCCCO[C@@H](CN(C)Cc2ccc3c(c2)OCO3)[C@H](C)CN([C@@H](C)CO)C(=O)c2cc(NC(=O)Nc3ccc4c(c3)OCO4)ccc2O1	0.4
CC(=O)N(C)C[C@H]1Oc2ncc(/C=C/c3ccccc3)cc2C(=O)N([C@H](C)CO)C[C@@H]1C	2.7
O=C(NC1Cc2ccccc2C1)[C@@H]1[C@@H](CO)[C@@H]2Cn3c(ccc(C4=CCCC4)c3=O)[C@H]1N2	0.3
Cc1ccc(S(=O)(=O)Nc2ccc3c(c2)C(=O)N([C@@H](C)CO)C[C@@H](C)[C@H](CN(C)Cc2ccc(C(=O)O)cc2)OCCCC[C@@H](C)O3)cc1	-0.9
CCCN1C[C@H](C)[C@H](OC)CN(C)C(=O)c2ccc(NC(=O)Nc3ccccc3F)cc2OC[C@H]1C	0.1
CC(=O)N(C)C[C@@H]1Oc2cc(C#CCC(C)C)ccc2S(=O)(=O)N([C@@H](C)CO)C[C@H]1C	-1.1
CC(C)NC(=O)N1[C@H](C#N)[C@H](c2ccc(-c3ccc(F)cc3)cc2)[C@@H]1CO	-3.0
CCCNC(=O)N1CC2(CN(C(=O)Nc3cccc(F)c3)C2)c2c(n(C)c3cc(OC)ccc23)[C@H]1CO	1.0
CC(C)NC(=O)N(C)C[C@@H]1Oc2c(NC(=O)Nc3ccc(C(F)(F)F)cc3)cccc2C(=O)N([C@@H](C)CO)C[C@H]1C	-8.1
COc1ccc(CN(C)C[C@@H]2Oc3ccc(NS(=O)(=O)c4ccc(OC)cc4)cc3C(=O)N([C@@H](C)CO)C[C@@H]2C)cc1	-0.7
CN1[C@@H]2Cn3c(ccc(-c4ccncc4)c3=O)[C@H]1[C@@H](C(=O)Nc1nccs1)[C@@H]2CO	0.9

A section from further up, for reference:
SMILES	TcdB GH inh
CCCN1C[C@H](C)[C@H](OC)CN(C)C(=O)c2ccc(NC(=O)Nc3ccccc3F)cc2OC[C@H]1C	0.1
CC(=O)N(C)C[C@@H]1Oc2cc(C#CCC(C)C)ccc2S(=O)(=O)N([C@@H](C)CO)C[C@H]1C	-1.1
CC(C)NC(=O)N1[C@H](C#N)[C@H](c2ccc(-c3ccc(F)cc3)cc2)[C@@H]1CO	-3.0
CCCNC(=O)N1CC2(CN(C(=O)Nc3cccc(F)c3)C2)c2c(n(C)c3cc(OC)ccc23)[C@H]1CO	1.0
CC(C)NC(=O)N(C)C[C@@H]1Oc2c(NC(=O)Nc3ccc(C(F)(F)F)cc3)cccc2C(=O)N([C@@H](C)CO)C[C@H]1C	-8.1
COc1ccc(CN(C)C[C@@H]2Oc3ccc(NS(=O)(=O)c4ccc(OC)cc4)cc3C(=O)N([C@@H](C)CO)C[C@@H]2C)cc1	-0.7
CN1[C@@H]2Cn3c(ccc(-c4ccncc4)c3=O)[C@H]1[C@@H](C(=O)Nc1nccs1)[C@@H]2CO	0.9

(further entries)
SMILES	TcdB GH inh
CS(=O)(=O)N1CC2(C1)[C@H](c1ccccc1)[C@@H](CO)N2CC1CCCC1	-2.3
C[C@H](CO)N1C[C@H](C)[C@H](CN(C)Cc2ccc(C(F)(F)F)cc2)Oc2c(NC(=O)c3ccc(-c4nccs4)cc3)cccc2C1=O	0.4
CNC[C@@H]1Oc2cc(C#CC3CCCC3)ccc2S(=O)(=O)N([C@@H](C)CO)C[C@@H]1C	-2.6
CCC(=O)N(C)C[C@H]1[C@@H](c2ccc(-c3cccnc3)cc2)[C@@H](CO)N1C(C)=O	-1.7
O=C(Cc1ccccn1)N1CCCCN2[C@H](CO)[C@H](c3ccc(-c4ccccc4)cc3)[C@@H]2C1	-1.0
CC(=O)NC[C@H]1[C@@H](c2ccc(C#Cc3ccccc3F)cc2)[C@@H](CO)N1C(C)=O	-0.1
COc1cccc(-c2ccc3c(c2)[C@H]2[C@H](CCN2C(=O)C2CCCC2)[C@@H](CO)N3)c1	0.6
Cc1ccc(-c2ccc([C@@H]3[C@@H](CO)N4C(=O)CN(C(=O)Cc5ccccn5)C[C@H]34)cc2)cc1	0.5
Cc1noc(C)c1NC(=O)NCC[C@@H]1CC[C@@H](NC(=O)c2ccccc2)[C@@H](CO)O1	-1.5
Cc1noc(C)c1S(=O)(=O)Nc1ccc2c(c1)C(=O)N([C@@H](C)CO)C[C@H](C)[C@H](CN(C)S(=O)(=O)c1ccccc1)O2	-0.4
CCCc1cn(CC[C@@H]2CC[C@H](NC(=O)CCN3CCCCC3)[C@@H](CO)O2)nn1	1.0
C[C@@H]1CN([C@H](C)CO)C(=O)c2cccc(NS(=O)(=O)c3ccc(Cl)cc3)c2O[C@@H]1CN(C)Cc1ccncc1	1.2
COCC(=O)N1[C@H](C#N)[C@@H](c2ccc(-c3cccnc3)cc2)[C@@H]1CO	-0.3
CC(C)NC(=O)Nc1ccc2c(c1)C(=O)N([C@H](C)CO)C[C@@H](C)[C@@H](CN(C)S(=O)(=O)c1ccccc1)O2	-0.3
COc1ccc(-c2ccc([C@H]3[C@@H](C#N)N(C(=O)C4CCC4)[C@H]3CO)cc2)cc1	1.0
CCC(=O)NC[C@H]1[C@H](c2ccccc2)[C@H](CO)N1C(=O)C1CC1	-6.1
C[C@H](CO)N1C[C@H](C)[C@@H](CN(C)C(=O)Nc2ccc(C(F)(F)F)cc2)Oc2ccc(NS(=O)(=O)c3ccccc3)cc2CC1=O	-5.8
O=C([C@@H]1[C@@H](CO)[C@@H]2Cn3c(ccc(-c4cccnc4)c3=O)[C@@H]2N1CC1CC1)N1CCCCC1	-14.0
C[C@H](CO)N1C[C@H](C)[C@@H](CN(C)Cc2ccncc2)Oc2ccc(NC(=O)CCCN(C)C)cc2CC1=O	1.4
C[C@H](CO)N1C[C@H](C)[C@@H](CN(C)Cc2ccccc2)OCCCC[C@H](C)Oc2ccc(NS(=O)(=O)c3ccc(Cl)cc3)cc2C1=O	0.0
C[C@H]1CCCCO[C@@H](CN(C)C(=O)Nc2ccccc2)[C@@H](C)CN([C@@H](C)CO)C(=O)c2cc(NC(=O)c3ccccc3)ccc2O1	-0.3
O=C(C[C@H]1CC[C@@H](NC(=O)c2cccc(F)c2)[C@@H](CO)O1)NCc1ccccc1	0.8
Cc1noc(C)c1NC(=O)Nc1cccc2c1O[C@H](CN(C)CC1CC1)[C@H](C)CN([C@H](C)CO)C2=O	0.2
Cc1noc(C)c1S(=O)(=O)Nc1ccc2c(c1)C(=O)N([C@@H](C)CO)C[C@H](C)[C@H](CN(C)S(=O)(=O)c1ccc(F)cc1)OCCCC[C@@H](C)O2	-0.5
O=C(c1ccc2c(c1)OCO2)N1CC(=O)N2[C@H](C1)[C@@H](c1ccc(C#Cc3ccccc3)cc1)[C@@H]2CO	0.4
CO[C@H]1CN(C)C(=O)c2ccc(NC(=O)Nc3ccccc3F)cc2OC[C@H](C)N(Cc2ccccc2C(=O)O)C[C@@H]1C	0.7
Cc1noc(C)c1NC(=O)Nc1ccc2c(c1)C(=O)N([C@@H](C)CO)C[C@H](C)[C@@H](CN(C)S(=O)(=O)c1ccc(Cl)cc1)O2	-1.5
C[C@@H]1CN([C@@H](C)CO)C(=O)c2cc(NC(=O)Nc3ccc(C(F)(F)F)cc3)ccc2O[C@@H](C)CCCCO[C@H]1CN(C)Cc1ccc(C(=O)O)cc1	-0.2
COc1ccc2c3c(n(C)c2c1)[C@H](CO)N(C(=O)Nc1ccc(F)cc1)CC31CCN(C(=O)CN2CCOCC2)CC1	0.1
CN1C(=O)c2cc(NC(=O)NCc3ccccc3)ccc2OC[C@H]2O[C@H](CC(=O)O)CC[C@H]21	-1.1
Cc1noc(C)c1S(=O)(=O)N(C)C[C@H]1Oc2ccc(NC(=O)C3CCCCC3)cc2CC(=O)N([C@H](C)CO)C[C@H]1C	1.5
COc1ccc(NC(=O)N(C)C[C@H]2Oc3ccc(NS(C)(=O)=O)cc3CC(=O)N([C@H](C)CO)C[C@@H]2C)cc1	-0.5
C[C@H]1CCCCO[C@@H](CN(C)S(=O)(=O)c2ccccc2)[C@@H](C)CN([C@@H](C)CO)C(=O)c2cc(NC(=O)C3CCCCC3)ccc2O1	0.2
Cc1ccc(-c2ccc3c(c2)O[C@H](CN(C)C(=O)Nc2ccc(C(F)(F)F)cc2)[C@@H](C)CN([C@@H](C)CO)S3(=O)=O)cc1	1.9
COc1ccccc1-c1ccc2c(c1)O[C@H](CN(C)C)[C@H](C)CN([C@@H](C)CO)S2(=O)=O	-0.1
C[C@H]1CN([C@@H](C)CO)S(=O)(=O)c2ccc(C#Cc3ccc(F)cc3)cc2O[C@@H]1CN(C)S(=O)(=O)c1cn(C)cn1	1.1
C[C@@H]1CN([C@H](C)CO)C(=O)c2cc(NS(=O)(=O)c3cn(C)cn3)ccc2O[C@H]1CN(C)Cc1ccccc1	-0.3
CC(C)NC(=O)NCC[C@H]1CC[C@H](NS(=O)(=O)c2ccc(Oc3ccccc3)cc2)[C@@H](CO)O1	-1.1
COc1ccc(NC(=O)Nc2ccc3c(c2)C(=O)N([C@H](C)CO)C[C@@H](C)[C@@H](CN(C)C(=O)Nc2ccc(OC)cc2)OCCCC[C@@H](C)O3)cc1	-1.4
Cc1ccc(S(=O)(=O)NCC[C@H]2CC[C@@H](NC(=O)Nc3ccccc3F)[C@H](CO)O2)cc1	0.5
CC(C)CC#Cc1ccc2c(c1)O[C@@H](CN(C)C(=O)c1ccccn1)[C@H](C)CN([C@H](C)CO)S2(=O)=O	0.9

2 entries from above, field by field.
CO[C@H]1CN(C)C(=O)c2ccc(NC(=O)Nc3ccccc3F)cc2OC[C@H](C)N(Cc2ccccc2C(=O)O)C[C@@H]1C
  TcdB GH inh: 0.7
C[C@H]1CCCCO[C@@H](CN(C)C(=O)Nc2ccccc2)[C@@H](C)CN([C@@H](C)CO)C(=O)c2cc(NC(=O)c3ccccc3)ccc2O1
  TcdB GH inh: -0.3
